# Screening results as filed in PubChem BioAssay.
# KDM5B inhibitor: KDM5B demethylase inhibition | Q9UGL1 | 2.6% of 220,000 active | Potency, µM (titrated, usually from 57.7 µM), for the others: at the highest dose activity change, negative = inhibition, usual class: inhibitors | KDM5B demethylase, FDH-coupled NADH fluorescence (FDH is formaldehyde dehydrogenase); active = well fitted inhibition curve with a large enough effect; inconclusive = small, poorly fitted or top-dose-only effect; inactive = no such curve, though single readings can be large or run the other way; also: 0% is about no effect; nearly all actives have a fitted effect of over 70% in size
#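 qHTS format, multiple compound concentrations. Buffer 50 mM HEPES pH 7.5/0.01% Tween-20; 200 nM KDM5BΔAP final; 10 min compound preincubation; substrate-mix levels 12.5 µM peptide, 25 µM α-KG, 0.25 mM NAD⁺; 30 min RT; ΔRFU.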
# * = called active by the depositor; ? = inconclusive; & = joins results of further samples; [ ] = remark or other dose. Potency is read from the fitted curve at half-maximal effect. An excerpt; count on the stated rates, not on these rows.
SMILES,KDM5B inhibitor
Cc1cnc(C(=O)N[C@@H]2CCC[C@@H]2C(=O)NCc2ccc(F)cc2)cn1,-13%
CCOc1cc(C2C(C(=O)c3ccco3)=C(O)C(=O)N2c2cc(C)on2)ccc1O (stereo not drawn),-19%
O=C(Nc1nccs1)NC1CC(=O)N(c2cccc(F)c2)C1 (stereo not drawn),-7%
CCCCCSc1ncnc2c1sc1nc(N3CCOCC3)c3c(c12)CCCC3,?
Cc1sc2c(c1C)c(=O)n(CCc1ccccc1)c(=O)n2Cc1cccc(F)c1,-25%
O=c1ccn(O)cc1[N+](=O)[O-],-9%
Cc1cc(CN(C)Cc2cn(-c3cccc(F)c3)nc2-c2ccc(C)o2)n[nH]1,25µM*
CCn1cc(C(=O)N2CCN(c3ccccc3OC)CC2)c(=O)c2cc(S(=O)(=O)N3CCCCC3)ccc21,?
Cc1ccc(CN2CCCC3(CN[S+](=O)([O-])c4ccccc4N3)C2)cc1 (stereo not drawn),-1%
O=C(Nc1cccc(C(F)(F)F)c1)N[C@H]1[C@H](O)[C@@H](N2CCOCC2)[C@@H]2OC[C@H]1O2,8%[86.2 µM]
O=C(CSc1ccccc1Br)c1ccc2c(c1)OCCO2,-3%
O=C(COCc1cc(-c2cccs2)on1)N1CCN(c2cccc(Cl)c2)CC1,?
CC(=O)Nc1ccc(CN2CCC3(CC2)COc2ccccc2NC3=O)cc1,-20%
O=C(OCc1ccccc1)c1cc(Cl)c[nH]1,-8%
COc1ccc(N2CCN(C(C)C(=O)N(C)Cc3ccccc3)CC2)cc1 (stereo not drawn),-16%
O=C(Cn1cccn1)N1C[C@@H](COCC2CC2)[C@H](c2ccccn2)C1,13%
COc1ccccc1-n1c(/C=C/c2c(C)n(C)c3ccccc23)nc2ccccc2c1=O,-56%
Cc1noc(C2CC3(CCN(C(=O)C4CCCC4)CC3)CN2C)n1 (stereo not drawn),14%
Cc1nc2ccc(C(=O)NCC3CN(CC(C)C)CCO3)cc2nc1C (stereo not drawn),-20%
Cc1ccc(-c2nc(SCC(=O)N3CCCC3c3ccc4c(c3)OCCO4)n[nH]2)cc1 (stereo not drawn),13%
O=C(CSc1nc2c([nH]c3ccccc32)c(=O)n1-c1ccc(F)cc1)N1CCCc2ccccc21,-21%
COc1ccc(OC)c(S(=O)(=O)N2CC=C(c3c(C)n(CC(=O)N4CCCC4)c4ccccc34)CC2)c1,?
CC(=O)N1CCN(c2ccnc(-c3nnc(C)n3-c3ccccc3)c2)CC1,35µM*
O=C(CSc1ccccc1)NCc1ccc2c(c1)CCN2C(=O)c1ccc(F)cc1,-3%
CC(C)CCN1CCN(Cc2cccn2-c2cccnc2)CC1CCO (stereo not drawn),-10%
O=C(c1ccc2ccccc2n1)N1CCC(n2cc(-c3nc(-c4ccccc4)no3)nn2)C1 (stereo not drawn),-7%
CC(C)Cn1c(-c2ccc(S(=O)(=O)N3CCOCC3)cc2)csc1=Nc1cc(Cl)ccc1Cl,-5%
COc1cccc(C(=O)N(Cc2nc(-c3ccc(Cl)cc3)no2)C(C)C)c1OC,-39%
O=C(NCCc1c[nH]c2ccccc12)N[C@@H](Cc1ccccc1)C(=O)O,-3%
CCOC(=O)C1CCN(S(=O)(=O)c2cccc(C(=O)Nc3ccccc3)c2)CC1,-5%
CCOc1ccc(-c2cc3c(=O)n(Cc4nc(-c5cccc(OC)c5OC)oc4C)ccn3n2)cc1Cl,?
CCOC(=O)c1sc(S(C)(=O)=O)c2c1CC(C)(C)C/C2=N/O,9%
CCc1ccc(CNC(=O)C(CC)n2nc(C)c3c(C)n(-c4ccccc4)nc3c2=O)cc1 (stereo not drawn),-9%
O=c1c2oc3ccccc3c2n(Cc2ccccc2)c(=O)n1Cc1ccco1,10%&-16%
COc1ccc(CCN2CCC(CN(C)C(=O)NCc3ccccc3)CC2)cc1,2%
COc1ccc(C2(C(=O)N3CCC4(CC3)C(OC)CN4c3cccc(F)c3)CC2)cc1 (stereo not drawn),-10%
CC(C)(C)c1cc(-c2cc(Br)c(O)c(C(C)(C)C)c2)cc(Br)c1O,-8%
CCc1noc(-c2ccn3c(CNC(=O)CCc4ccccc4)nnc3c2)n1,25µM*
CCOC(=O)CSc1nc2ccccc2c(=O)n1-c1ccccc1OC,14%
COCc1c(C(=O)N2C[C@@H](COC)[C@H](c3ccncc3)C2)noc1C,0%
O=C1N(c2ccccc2)C[C@H]2CN(C3CCOCC3)CCN12,-6%[86.2 µM]
Cc1ccc(C(=O)N2CCC3(CC2)C(=O)N(C)c2ccccc23)cc1C,-17%
O=c1[nH]c(=O)n(Cc2ccccc2)c2c1CN(Cc1ccccc1Cl)CN2,16%
Cc1onc(-c2ccccc2Cl)c1C(=O)N1CCN(S(=O)(=O)c2c(F)cccc2F)CC1,-3%
Cc1cccc(C(=O)N2[C@@H]3CC[C@H]2CC(NC(=O)c2ccncc2)C3)c1 (stereo partly drawn),27%
O=C(COc1ccc(NC(=O)C2CC2)cn1)NCc1ccc(F)cc1F,9%
CS(=O)(=O)N(C1CCOCC1)C1CN(C(=O)C2(c3ccccc3)CC2)C1,-3%
C/C(=N/Nc1ccc(S(N)(=O)=O)cc1[N+](=O)[O-])c1ccc(Cl)c(Cl)c1Cl,-20%
CC(C)(C)c1ccccc1NC(=O)c1cnc(Cl)c(Cl)c1,-2%
COc1ccc(CNC(=O)C[C@@H]2C[C@H]3O[C@H](CNC(=O)NCc4ccccc4)[C@@H](O)[C@H]3O2)cc1,-13%
COc1ccc(CNC(=O)C2=C(C)C(=O)OC23CCCCC3)cc1,-15%
COc1cc(OC)c2c(C)c(CC(=O)Nc3ccc(Cn4cncn4)cc3)c(=O)oc2c1,?
O=C1C(c2ccccc2)CC2(CCN(Cc3ncccn3)CC2)CN1C1CC1 (stereo not drawn),-8%
CC(=O)Nc1ccc(NC(=O)C2CCCN2c2ncnc3ccccc23)cc1 (stereo not drawn),-6%
CCOC(CNC(=O)c1cc2c(=O)n(CC)c3ccccc3c2s1)OCC,?
O=C(CSC1=NCCS1)N(Cc1ccc(Cl)cc1)C12CC3CC(CC(C3)C1)C2,7%
CCC1CN(C(=O)N2CCC(C(=O)NCCN(CC)CC)CC2)c2cc(C)ccc2O1 (stereo not drawn),-8%
COCCOC1CCN(C(=O)CCc2nc3ccccc3s2)CC1,7%
CCc1c(C)c2ccc(OCC(=O)c3ccccc3)cc2oc1=O,?
CNc1ccc(-c2nc(-c3ccncc3)no2)cc1[N+](=O)[O-],4%

# Reprinted from the part before: 4 entries, followed by the next part.
SMILES,KDM5B inhibitor
CCC1CN(C(=O)N2CCC(C(=O)NCCN(CC)CC)CC2)c2cc(C)ccc2O1 (stereo not drawn),-8%
COCCOC1CCN(C(=O)CCc2nc3ccccc3s2)CC1,7%
CCc1c(C)c2ccc(OCC(=O)c3ccccc3)cc2oc1=O,?
CNc1ccc(-c2nc(-c3ccncc3)no2)cc1[N+](=O)[O-],4%
C#CCN(Cc1ccco1)Cc1cnc(S(C)(=O)=O)n1CCCc1ccccc1,25%
COc1ccccc1CC(=O)N1CCC2(CC1)NC(=O)N(Cc1ccc(F)cc1)C2=O,7%
Cc1ccc(-c2cc(Nc3cccc(C)c3C)nc(C)n2)cc1,6%
CCOCCCN(Cc1ccco1)S(=O)(=O)c1cc2c(cc1C)NC(=O)CO2,?
Cc1nc(C)n(CCCNc2nccc(-c3ccccn3)n2)n1,22µM*
Cc1cccc(-c2nn3c(=O)cc(CN4CCN(C(=O)c5ccccc5Br)CC4)nc3s2)c1,-12%
Cc1cccc(OCCc2noc(C3CCCCN3C(=O)NC(C)C)n2)c1 (stereo not drawn),-8%
COc1cccc([S+](=O)([O-])N2CCn3c(nn(-c4ccc(F)cc4F)c3=O)C2)c1,25µM*
Cc1nn(C)c(C)c1S(=O)(=O)N(CC(=O)Nc1ccc(F)c(Cl)c1)c1ccc(C(C)C)cc1,15%
COc1cccc(CCC(=O)N2CCCC2c2nc(C3CCOCC3)no2)c1 (stereo not drawn),?
COc1cc(CN2CCN(c3ncnc(C)c3C)CC2CCO)cc(OC)c1 (stereo not drawn),28%
O=C(CSc1n[nH]c(-c2ccccc2)n1)Nc1cccc(C(=O)Nc2cccc(C(F)(F)F)c2)c1,-16%

# Structural class: the compounds so far containing a thiophene ring, fused or not.
SMILES,KDM5B inhibitor
CCCCCSc1ncnc2c1sc1nc(N3CCOCC3)c3c(c12)CCCC3,?
Cc1sc2c(c1C)c(=O)n(CCc1ccccc1)c(=O)n2Cc1cccc(F)c1,-25%
O=C(COCc1cc(-c2cccs2)on1)N1CCN(c2cccc(Cl)c2)CC1,?
CCOC(=O)c1sc(S(C)(=O)=O)c2c1CC(C)(C)C/C2=N/O,9%
CCOC(CNC(=O)c1cc2c(=O)n(CC)c3ccccc3c2s1)OCC,?

# Next entries:
SMILES,KDM5B inhibitor
N#CCCN(C(=O)CN1C(=O)NC(Cc2c[nH]c3ccccc23)C1=O)c1ccccc1F (stereo not drawn),25%
O=C(CC1C=CCC1)N(Cc1cccs1)C1CC1 (stereo not drawn),26%
COCC1CCCCN1C(=O)c1ccc2oc(CCc3ccccc3)nc2c1 (stereo not drawn),23%
O=C(NCc1ccccn1)C1(CCO)CCN(c2ncccn2)C1 (stereo not drawn),?
O=C(c1ccc(Oc2ccccc2)cc1)N1CCC2OCCN(c3ccccc3)C(=O)C2C1 (stereo not drawn),-12%
O=C(c1ccccc1)N1CCCC2(C1)C(=NC1CCCCC1)NC(=O)N2c1cccnc1 (stereo not drawn),?
COc1ccc2c(C)c(CC(=O)N3CCN(C(=O)C4COc5ccccc5O4)CC3)c(=O)oc2c1 (stereo not drawn),?
N#Cc1ccc(NC(=O)N2CCN(Cc3nc(-c4cccc(C(F)(F)F)c4)no3)CC2)cc1,-22%
COc1cccc(C(C)N(C)Cc2nc(-c3cccs3)no2)c1 (stereo not drawn),37%[activator]
N#Cc1cccc(-c2cn3c(n2)N(C(=O)Cc2ccsc2)CCC3)c1,32µM*
Cc1cnn(CCC(=O)N[C@@H]2CN(C3CCOCC3)C[C@H]2CN(C)C)c1,?
COc1ccc(/C(N)=N/OC(=O)CC2CCCCC2)cc1OC,11%
N#Cc1nc(-c2ccco2)oc1N1CCN(CC(=O)N(Cc2ccccc2F)C2CC2)CC1,?
COc1ccc(-c2cc(C(=O)NC3CC3)c3c(C4CCNCC4)noc3n2)cc1,?
Cc1cccc(-c2noc(-c3ccccc3C(=O)NCC3CCCO3)n2)c1 (stereo not drawn),7%
O=C(c1nccc2ccccc12)N1CCC(n2cc(-c3nc(-c4ccccc4)no3)nn2)C1 (stereo not drawn),1%
O=C(Cn1nc(C(F)(F)F)c2c1CCCC2)Nc1cccc(Cl)c1,-15%
Cc1ccc(NC(=O)Cn2nnnc2-c2ccccc2N)cc1,-8%
Cn1c(C(=O)N[C@@H](C(=O)O)c2ccccc2)cc2cc(F)ccc21,?
CC(C)c1ccc(CC(=O)N2CCCc3ncc(C(=O)NCc4ccc(F)cc4)cc32)cc1,-10%
O=C(c1ccc([N+](=O)[O-])cc1)N1CCN(c2ncccn2)CC1,4%
CCc1ccc(NC(=O)N2CCC(N3CC4CC(C3)[C@H]3CCCC(=O)N3C4)CC2)cc1 (stereo partly drawn),-32%
COc1nccc(N2CCC(CC(=O)NCc3ccccc3F)CC2)n1,-23%
CCC(=O)Nc1ccccc1C(=O)OC/C(=N\O)c1ccc(OC)cc1,0%
CCc1cc(C(=O)N2CC[C@@H]3[C@@H](CCC(=O)N3CCN)C2)n(C)n1,?
COc1cc(OC)cc(C(=O)N2[C@@H]3CC[C@H]2CC(NC(=O)c2ccc(F)cc2)C3)c1 (stereo partly drawn),-12%
CCc1nn(CC(=O)NCCCN(CC)CC)c(=O)c2cc3occc3n12,-22%
CCn1cc(C(=O)N2CCN(c3ccc(C(C)=O)cc3)CC2)c2cc(OC)c(OC)cc2c1=O,?
CC(C)[C@]1(O)CN(C(=O)Cn2[nH]c3ccccc3c2=O)C[C@H]1C,?
O=C1NS(=O)(=O)c2ccccc21,4%
O=C(c1ccc(OC(F)F)cc1)N1C[C@H](CO)C[C@H](CN2CCCC2)C1,?
Cc1ncncc1C(=O)N1CCOC(CC(c2ccccc2)c2ccccc2)C1 (stereo not drawn),27%
CCCCc1nc(C)cc(NCCNC(=O)C2CCCN(C(N)=O)C2)n1 (stereo not drawn),18%
O=C(Nc1nc(-c2ccc(Br)s2)cs1)C1CC1,-24%
CSc1ccc(Cl)c(C(=O)NC(C)c2ccncc2)c1 (stereo not drawn),-5%
NC(=O)c1cccc(CN2CCC3(CC2)CC(Cc2ccccc2)=NO3)c1,-10%[115 µM]
O=C(Cn1nnc2sc(-c3ccccc3)cc2c1=O)Nc1cccc(Cl)c1,-4%
Cc1ccc(NC(=O)CN2CCC(C(N)=O)CC2)cc1F,10%
COc1ccc(C2CCCCCN2C(=O)CSc2nnnn2C2CC2)cc1 (stereo not drawn),9%
Cc1cc(Nc2ccc(F)cc2F)nc(-n2nc(C)cc2C)n1,-11%
CCN(Cc1cn(Cc2ccccc2)nn1)S(=O)(=O)c1ccc(N2CCCC2)cc1Br,-26%
COc1cccc2sc(N(CCN(C)C)C(=O)c3ccc4c(c3)CCCC4)nc12,-23%
O=C(NCc1ccc(Cl)cc1)NC1CC1,34%[activator]
